STEP block – inhibitors of human striatal-enriched phosphatase STEP | 0.25% of 360,000 active | P54829 | recombinant STEP, OMFP fluorogenic substrate, fluorescence | inhibition, % at 20 µM;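 active means inhibition at 20 µM, scaled per plate between control wells, above about 37%, limit read from the data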;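 further: 0% = DMSO with enzyme and substrate and 100% = substrate only without enzyme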
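System: STEP (striatal-enriched tyrosine phosphatase) enzyme, cell-free; medium: Bis-Tris pH 6.0 buffer with DTT, detergent; dosing: 20 µM, 1% DMSO; times: reaction 20 min, ambient temperature; detection: fluorescence, 480/540 nm; read-out basis: normalized % inhibition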
SUMO1 PPI mod – SUMO1-SIM interaction modulation | SUMO1 binding to a labelled peptide, TR-FRET, 1 h | 0.33% of 360,000 active | inhibition, % at 20 µM; in the data active means inhibition above about 37%
Target sequence (P63165 whole entry, looked up): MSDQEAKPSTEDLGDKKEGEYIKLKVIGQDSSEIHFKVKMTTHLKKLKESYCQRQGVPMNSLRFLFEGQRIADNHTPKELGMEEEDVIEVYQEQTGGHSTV
Scp1 inh – blocks human Scp-1 phosphatase activity. inhibition, % at 20 µM. Recombinant Scp1, phosphopeptide, malachite green phosphate absorbance. Q9GZU7. 0.88% of 340,000 active;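 active means inhibition above about 50% at 20 µM, limit read from the data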;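 further: plate controls were DMSO wells with enzyme for no effect and wells lacking enzyme for full effect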
Target sequence (Q9GZU7 76-261 limits assumed): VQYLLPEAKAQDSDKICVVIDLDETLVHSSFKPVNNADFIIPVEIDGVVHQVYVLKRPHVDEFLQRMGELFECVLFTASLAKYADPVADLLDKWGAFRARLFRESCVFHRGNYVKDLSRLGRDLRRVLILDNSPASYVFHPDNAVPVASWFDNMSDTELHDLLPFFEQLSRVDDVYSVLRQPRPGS
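Assay system: SCP-1 catalytic fragment, aa 76-261 | Buffer or medium: Tris acetate buffer pH 5.5 with MgCl2 and Tween-20 | Compound: One concentration, 20 µM, with 1.0% DMSO | Also added: Phospho 17-mer peptide substrate | Signal: Absorbance at 630 nm | Incubation: 45 min enzyme reaction at room temperature | Measure: % inhibition of SCP-1 phosphate liberation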
LMPTP inh – LMPTP (human) inhibition; P24666; recombinant LMPTP-A, OMFP fluorogenic substrate, fluorescence intensity; inhibition, % at 20 µM; 0.22% of 360,000 active; AID 651560;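 active means compounds that cut the enzyme signal by at least half of the control window in the single-dose screen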;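 further: plate controls were DMSO wells with enzyme plus substrate for no effect and substrate without enzyme for full effect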
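Test system – LMPTP-A phosphatase enzyme · Quantity – 0.625 nM LMPTP-A final · Reagent – OMFP substrate, 400 µM final · Dosing – one test concentration per compound, 20 µM, with 3% DMSO overall · Timing – 50 min enzyme reaction at room temperature, protected from light · Detection – fluorescence intensity · Controls – substrate-only low control, DMSO enzyme-plus-substrate high control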
Rpn11 inh – Rpn11 (human) deubiquitinase inhibition; O00487; human 26S proteasome, Ub4-pepOG fluorescence polarization; 20S core pre-blocked with epoxomicin; calls only at 20 µM; 0.59% of 360,000 active; AID 588493;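 active means inhibition at 20 µM, scaled to each plate's controls, above about 33%, limit read from the data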
Target sequence (O00487 whole entry, looked up): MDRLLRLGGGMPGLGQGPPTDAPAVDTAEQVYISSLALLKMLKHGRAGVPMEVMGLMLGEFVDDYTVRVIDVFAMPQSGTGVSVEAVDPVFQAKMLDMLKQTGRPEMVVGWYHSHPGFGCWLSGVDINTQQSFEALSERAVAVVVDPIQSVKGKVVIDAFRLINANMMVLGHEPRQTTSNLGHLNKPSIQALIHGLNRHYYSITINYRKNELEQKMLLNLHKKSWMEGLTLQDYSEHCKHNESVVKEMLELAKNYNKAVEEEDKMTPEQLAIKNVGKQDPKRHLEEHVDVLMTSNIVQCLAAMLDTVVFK
CSN inh – inhibitors of human CSN-mediated cullin deneddylation | Purified CSN, SCF-Nedd8-OG deneddylation, fluorescence polarization | AID 651999 | inhibition, % at 12.5 µM | 0.38% of 360,000 active;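 active means pattern-corrected inhibition above about 35%, with an unprinted fluorescence ratio check between 0.5 and 1.5, limit read from the data, passing the limit was not always enough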;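 further: 0% = enzyme with substrate and 100% = substrate without enzyme; some results filed as inactive read as strong as hits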
Target sequence (Q92905 whole entry, looked up, one chain of several): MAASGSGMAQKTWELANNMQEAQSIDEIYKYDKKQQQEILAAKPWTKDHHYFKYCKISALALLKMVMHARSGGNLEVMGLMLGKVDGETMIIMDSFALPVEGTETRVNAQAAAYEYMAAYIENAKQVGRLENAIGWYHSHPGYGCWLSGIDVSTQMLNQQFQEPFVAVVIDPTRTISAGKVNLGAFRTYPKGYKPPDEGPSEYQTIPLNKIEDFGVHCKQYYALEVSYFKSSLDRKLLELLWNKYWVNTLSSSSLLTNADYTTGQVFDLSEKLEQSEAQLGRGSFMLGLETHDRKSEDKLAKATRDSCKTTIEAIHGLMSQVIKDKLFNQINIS
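Detection – fluorescence polarization · System – HEK293T-derived human Csn5 enzyme · Controls – substrate-only high control, full reaction low control · Timing – 90 min, room temperature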
NadD block – inhibitors of Staphylococcus aureus NadD; purified NadD enzyme, colorimetric absorbance read-out; 0.78% of 360,000 active; AID 602399; inhibition, % at 20 µM; in the data active means inhibition above about 26%; further: some compounds past the cut are filed as inactive
DNMT1 block – blocks human DNA methyltransferase DNMT1; inhibition (reported as % activation of signal), % at 10 µM; DNMT1 molecular beacon, Hinp1I cleavage, fluorescence; P26358; 0.83% of 360,000 active; in the data active means inhibition above about 50%
MsrA inhibitor – inhibits bovine methionine sulfoxide reductase A | purified bovine MsrA, absorbance read-out | inhibition, % at 15.5 µM | 0.75% of 360,000 active; in the data active means inhibition above about 4.5%;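 further: 0% = vehicle wells with enzyme and 100% = reference inhibitor wells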
Tb MetRS inh – Trypanosoma brucei MetRS inhibition; purified T. brucei MetRS, ATP depletion, Kinase-Glo luminescence; inhibition, % at 11.9 µM; 0.4% of 360,000 active; AID 624268;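 active means inhibition above a per-plate cutoff of the control wells' mean inhibition plus 3 SD, cut at about 5.5% in these data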;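 further: 0% = DMSO wells median and 100% = median of wells with control inhibitor compound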
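Material: parasite MetRS enzyme / Replication: singlicate, one well per compound / Signal: luminescence of leftover ATP / Schedule: 2 h aminoacylation at 25 °C after 15 min preincubation / Medium: HEPES-MgCl2-KCl buffer plus DTT, spermine, BSA, pyrophosphatase / Doses: 11.9 µM single point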
Numbers without * were called inactive; i = inactive; · = no result given.

Each structure is followed by: STEP block	SUMO1 PPI mod	Scp1 inh	LMPTP inh	Rpn11 inh	CSN inh	NadD block	DNMT1 block	MsrA inhibitor	Tb MetRS inh
CCCCN(CCCC)S(=O)(=O)c1ccc(OC)c2ncccc12
    3	-3	-2	1.9	i	2	-3	-2	-0.2	-1.0
COc1ccc(C(=O)N2CCCCC2c2cc(C(=O)Nc3cccc(C#N)c3)no2)cc1 (centres undefined)
    -3	3	·	1.4	i	0	-5	0	-1.6	0.4
Cc1cc2c(n1-c1ccc(Br)cc1)CC(C)(C)CC2=O
    0	0	-5	1.1	i	2	-2	-1	-0.2	-1.5
N#CC1=C(Nc2ccccc2)SC=C(c2ccc(Cl)c(Cl)c2)N=C1N1CCOCC1
    -1	-2	7	0.2	i	3	11	-3	1.8	-2.2
CCCCC1(C(=O)OCC)CC(CSC(=N)N)OC1=O (centres undefined)
    -1	-3	-6	-0.5	i	-4	-6	-2	0.3	-1.1
O=C1CC(c2ccccc2)n2nc(NC(=O)c3ccccn3)nc2N1 (centres undefined)
    -2	-3	15	-2.1	i	1	-18	-1	0.2	-1.9
Cc1ccc(CN(C)CC(=O)Nc2ccc3c(c2)CCC3)cc1
    -3	1	-4	1.9	i	-9	-7	-4	-0.9	-0.2
Nc1ccc2c3c(cccc13)C(=O)N(c1ccccc1)C2=O
    -154	-50	-11	-7.3	i	-101	2	60*	1.1	-0.7
Cc1nc(N)nc(Cl)c1Cc1ccc(Cl)cc1
    -2	3	5	2.6	i	-8	-2	4	1.6	-1.1
N=c1n(-c2ccccc2)c(O)cc(=O)n1-c1ccccc1
    0	-1	7	-0.3	i	9	-4	-4	0.2	0.6
COc1cc(SC)ccc1C(=O)N1CCN(c2ccccc2)CC1
    0	0	1	-0.6	i	-6	-3	1	0.2	-0.3
CC(=O)Nc1ccc(NC(=O)COC(=O)c2ccccn2)cc1
    2	0	-13	-0.9	i	-2	-6	-1	-0.9	-0.6
COc1ccc(S(=O)(=O)Nc2ccccc2OC)cc1NC(=O)Cc1cccs1
    2	2	-2	1.2	i	-12	-9	3	1.2	-0.2
CC(C(=O)N1CCCC1)c1ccc([N+](=O)[O-])cc1 (centres undefined)
    2	-9	-1	-1.6	i	2	-4	-2	1.0	-0.5
Cc1nn(-c2ncc(C(F)(F)F)cc2Cl)c(=O)n1-c1ccccc1Cl
    -2	1	0	-1.2	i	-1	-5	-1	-0.4	0.2
O=C(Cn1ncc(Cl)c(Cl)c1=O)Nc1ccc2c(c1)OCO2
    -1	1	0	10	i	0	26	47	-0.5	0.5
C#CCOc1ccccc1CNC1CCN(Cc2ccccc2)CC1
    1	-3	-1	-2.3	i	-2	-12	-2	-0.2	-0.3
COC1OC2COC(c3ccccc3)OC2C2OC12 (centres undefined)
    -1	5	-7	-1.3	i	-4	-2	4	0.3	-0.3
CCCCCCN1C(=O)CC(NC(=O)OCC2c3ccccc3-c3ccccc32)C/C=C\C1C(C)C (centres undefined)
    0	-8	-7	0.8	i	-5	1	3	0.5	-0.1
Cn1c(=O)c2c(SCc3cccc(C(F)(F)F)c3)nc(-c3ccco3)nc2n(C)c1=O
    -1	0	-4	-0.5	i	5	0	4	0.4	-0.3
CCOC(=O)c1c(C)nc2c(c1-c1cc(OC)c(OC)c(OC)c1)C(=O)c1ccccc1-2
    -1	-10	-5	0.1	i	0	-2	-31	0.8	0.2
O=C(Nc1ccccn1)NC12CC3CC(CC(C3)C1)C2
    0	3	-7	1.5	i	0	-2	-2	-0.3	-1.7
O=C(CCN1CCCCC1=O)NC1CCCc2c1cnn2-c1ccccc1F (centres undefined)
    1	9	-5	-1.0	i	0	2	-1	-0.3	0.0
Nc1ncc(Br)cc1S(=O)(=O)NCCC(=O)N1CCN(c2ccccc2)CC1
    0	-3	-8	-1.7	i	0	4	-3	0.4	0.3
O=C(NCc1cc(C(F)(F)F)cc(C(F)(F)F)c1)C1CC(c2c(Cl)cccc2Cl)=NO1 (centres undefined)
    0	-2	-10	2.9	i	0	-4	-2	1.7	0.1
CN1CCN(C(=O)c2ccc(CN3CCOCC3)cc2)CC1
    0	0	0	-8.4	·	1	0	1	0.6	-0.5
CC(C)C(=O)NC(NC(=S)Nc1cccc2cccnc12)C(Cl)(Cl)Cl (centres undefined)
    -1	-5	-2	-0.9	i	4	5	-8	-0.2	-0.4
O=C(N/N=C1\CCSc2ccc(F)cc21)c1cccnc1
    1	-12	-1	1.6	i	-1	-1	-7	1.7	-0.5
COc1ccc(Cc2nnc(Nc3ccc(C)cc3C)[nH]c2=O)cc1
    0	0	-2	-0.5	i	1	-3	-2	-0.7	1.1
Cc1ccc(S(=O)(=O)N2CCN(C(=O)CSC(=S)N3CCCC3)CC2)c(C)c1
    -2	0	5	0.9	i	1	8	-5	-0.1	-0.7

3 compounds picked at random from the list so far:
Each structure is followed by: STEP block	SUMO1 PPI mod	Scp1 inh	LMPTP inh	Rpn11 inh	CSN inh	NadD block	DNMT1 block	MsrA inhibitor	Tb MetRS inh
CCOC(=O)c1c(C)nc2c(c1-c1cc(OC)c(OC)c(OC)c1)C(=O)c1ccccc1-2
    -1	-10	-5	0.1	i	0	-2	-31	0.8	0.2
Nc1ncc(Br)cc1S(=O)(=O)NCCC(=O)N1CCN(c2ccccc2)CC1
    0	-3	-8	-1.7	i	0	4	-3	0.4	0.3
CN1CCN(C(=O)c2ccc(CN3CCOCC3)cc2)CC1
    0	0	0	-8.4	·	1	0	1	0.6	-0.5

Whole records as entered above. Screens in order: STEP block	SUMO1 PPI mod	Scp1 inh	LMPTP inh	Rpn11 inh	CSN inh	NadD block	DNMT1 block	MsrA inhibitor	Tb MetRS inh
Entry for Cc1cc2c(n1-c1ccc(Br)cc1)CC(C)(C)CC2=O : 0	0	-5	1.1	i	2	-2	-1	-0.2	-1.5
Entry for CCOC(=O)c1c(C)nc2c(c1-c1cc(OC)c(OC)c(OC)c1)C(=O)c1ccccc1-2 : -1	-10	-5	0.1	i	0	-2	-31	0.8	0.2
Entry for CCCCC1(C(=O)OCC)CC(CSC(=N)N)OC1=O (centres undefined) : -1	-3	-6	-0.5	i	-4	-6	-2	0.3	-1.1
Entry for O=C(Cn1ncc(Cl)c(Cl)c1=O)Nc1ccc2c(c1)OCO2 : -1	1	0	10	i	0	26	47	-0.5	0.5

New compounds follow
Each structure is followed by: STEP block	SUMO1 PPI mod	Scp1 inh	LMPTP inh	Rpn11 inh	CSN inh	NadD block	DNMT1 block	MsrA inhibitor	Tb MetRS inh
CC1=CC=CN2C1=NC(=O)CC2(C)C(=O)N(CC(=O)NC1CCCC1)Cc1ccccc1 (centres undefined)
    -4	3	-4	-0.4	i	-2	-4	-2	1.2	-0.5
O=C(CSc1nc2ccccc2c(=O)[nH]1)Nc1ccc(Br)cc1
    2	-1	-5	-3.0	i	1	2	0	0.2	-0.3
O=C(/C=C/c1ccco1)Nc1scc(-c2ccccc2)c1C(=O)O
    19	-5	50	4.4	i	38*	-6	82*	4.0	-1.4
CCOC(=O)C1=C(O)C(=O)N(Cc2cccnc2)C1c1ccc(OC)cc1 (centres undefined)
    2	3	-6	4.9	i	-15	2	5	2.0	-2.0
O=C(NCC(c1cccs1)N1CCOCC1)c1ccc(Cl)cc1 (centres undefined)
    3	-1	1	0.0	i	4	-3	2	0.1	-0.4
CC(C)CN(C(=O)CN1CCOCC1)c1c(N)n(CC(C)C)c(=O)[nH]c1=O
    -3	1	-2	-2.4	i	-12	-1	2	-0.7	0.2
Cn1c(N)c(C(=O)COC(=O)CN2C(=O)c3ccccc3C2=O)c(=O)n(C)c1=O
    2	-3	-1	-0.6	i	-4	1	6	-1.0	-1.0
CSc1cccc(NC(=O)C(C)C)c1
    -1	0	-3	-0.1	i	-16	-6	-3	-0.1	-0.9
COc1ccc(N(C(=O)CNC(=O)c2ccco2)C(C(=O)NC2CCCC2)c2ccc(C)o2)cc1 (centres undefined)
    5	4	-5	-2.5	i	-7	4	-1	-1.4	0.6
Cc1ccc(NC(=O)c2cc(C(C)(C)C)nn2Cc2ccccc2)cc1
    4	2	-4	4.1	i	-2	-10	1	-0.2	-0.1

Molecules from the list above that have two or more sulfur atoms, in the order listed:
Each structure is followed by: STEP block	SUMO1 PPI mod	Scp1 inh	LMPTP inh	Rpn11 inh	CSN inh	NadD block	DNMT1 block	MsrA inhibitor	Tb MetRS inh
COc1ccc(S(=O)(=O)Nc2ccccc2OC)cc1NC(=O)Cc1cccs1
    2	2	-2	1.2	i	-12	-9	3	1.2	-0.2
Cc1ccc(S(=O)(=O)N2CCN(C(=O)CSC(=S)N3CCCC3)CC2)c(C)c1
    -2	0	5	0.9	i	1	8	-5	-0.1	-0.7

Other compounds
Each structure is followed by: STEP block	SUMO1 PPI mod	Scp1 inh	LMPTP inh	Rpn11 inh	CSN inh	NadD block	DNMT1 block	MsrA inhibitor	Tb MetRS inh
COc1ccc(/C=C2\SC(=O)N(CC(=O)NCCC(C)C)C2=O)cc1OC
    1	-17	-5	-1.2	i	-1	-12	4	-0.8	-0.2
CCN(CC)C(=O)[C@H]1CC(CC(=O)NCc2ccco2)C(=O)N2CCc3c([nH]c4ccc(OC)cc34)[C@]12C (some centres undefined)
    3	-3	4	-0.3	i	-6	-1	7	-0.6	-1.4
O=S1(=O)CC(N2CCSCC2)CN1Cc1cn(Cc2ccc(Cl)cc2)nn1 (centres undefined)
    ·	2	·	-1.2	·	-3	-1	·	0.0	-1.2
c1ccc(-c2noc(-c3cccc4ccccc34)n2)nc1
    3	-18	-5	1.2	i	2	1	3	-0.4	0.4
COc1ccc(/C(C)=N\NC(=O)C(c2ccncc2)N2CCOCC2)cc1 (centres undefined)
    -2	4	-4	-1.0	i	0	-3	0	-0.9	-0.2
Cc1ccc(NC2CCCN(C(=O)CCN3CCCCO3)C2)cc1C (centres undefined)
    1	22	-3	0.3	i	-2	0	2	1.7	-0.4
CCOc1ccc(N=C2NC(=O)S/C2=C\c2ccc(N(C)C)cc2)cc1
    -51	-46	0	1.9	·	-68	37*	30	-0.9	-0.2
COCC(=O)N1CCC(Oc2ccc(C(=O)NCc3cc(C)no3)cc2)CC1
    0	-4	-5	-1.4	i	5	3	1	-1.0	-0.4
Cc1ccc(C)c(OCC(=O)Nc2cc(C(=O)O)cc(C(=O)O)c2)c1
    -1	0	-4	-1.8	i	2	-4	-2	0.2	-0.5
C/C(=N/NC(=O)c1ccc(C(C)(C)C)cc1)c1ccccn1
    3	0	-3	-1.0	i	1	-1	2	3.3	-0.7
O=C(CSc1nnc(-c2cccc(S(=O)(=O)N3CCCCC3)c2)o1)c1ccc[nH]1
    -7	1	-3	1.3	i	-2	-1	-1	1.5	-0.2
CC(=O)C1=CCC(c2ccccc2)N(Cc2ccccc2)C1 (centres undefined)
    ·	2	·	0.0	·	4	·	·	-0.8	-0.2

Bioassay records deposited in PubChem BioAssay by several laboratories.
